From PubChem
CCR6 antagonist: CCR6 receptor antagonists, primary screen, cell-based, CHO-K1, luminescence, beta-arrestin, uHTS; 0.49% of 340,000 active; C-C chemokine receptor type 6 (Homo sapiens), P51684; inhibition, % at 20 µM; AID 493098, 2011; CHO-K1 CCR6 PathHunter beta-arrestin, CCL20-stimulated;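 active = compounds whose inhibition of the agonist-driven luminescence signal at 20 µM reaches about 50%, limit read from the data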;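 also: cells stimulated with CCL20 at 14 nM final; plate controls were DMSO with CCL20 for no effect and DMSO without agonist for full effect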
Jurkat NFkB inh: inhibitors of induced NF-kB luciferase reporter, primary screen, TCR NF-kB activation inhibitor project, cell-based, luminescence, uHTS; Jurkat, PMA/ionomycin-induced NF-kB luciferase reporter; inhibition, % at 4 µM; 0.53% of 330,000 active; in the data active = inhibition above about 50%
UPR XBP1 act: activators of adaptive XBP1 UPR arm, primary screen, cell-based, CHO-XBP1 luciferase reporter, luminescence, uHTS. IRE1-XBP1 UPR activation; percent of tunicamycin response, DMSO as zero. activation, % at 20 µM. 0.33% of 330,000 active;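 active = versus positive control, 20 µM dose yields 30% or more activation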;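 also: 100% = tunicamycin at 10 µg/mL and 0% = DMSO only wells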
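Material: CHO-XBP1 cells stably carrying IRE1-XBP1-driven luciferase reporter / Amount: 1000 cells per well / Compound: 20 µM, 1% DMSO / Times: 6 h treatment, 37 °C / Detection: luciferase luminescence / Measure: % activation of reporter signal versus tunicamycin and DMSO controls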
EBI2 block: EBI2 receptor antagonists, beta-arrestin recruitment, primary screen, cell-based, luminescence, 7a,25-OHC stimulation, uHTS; 7a,25-OHC stimulated; inhibition, % at 5 µM; AID 651636, 2012; 0.81% of 360,000 active; in the data active = inhibition above about 38%;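 also: enzyme fragment complementation signal reports receptor beta-arrestin coupling in cells; 0% = agonist plus DMSO wells and 100% = wells without agonist; some results beyond the cut were filed as inactive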
Target sequence (P32249 whole entry, looked up, the tested form may be a part): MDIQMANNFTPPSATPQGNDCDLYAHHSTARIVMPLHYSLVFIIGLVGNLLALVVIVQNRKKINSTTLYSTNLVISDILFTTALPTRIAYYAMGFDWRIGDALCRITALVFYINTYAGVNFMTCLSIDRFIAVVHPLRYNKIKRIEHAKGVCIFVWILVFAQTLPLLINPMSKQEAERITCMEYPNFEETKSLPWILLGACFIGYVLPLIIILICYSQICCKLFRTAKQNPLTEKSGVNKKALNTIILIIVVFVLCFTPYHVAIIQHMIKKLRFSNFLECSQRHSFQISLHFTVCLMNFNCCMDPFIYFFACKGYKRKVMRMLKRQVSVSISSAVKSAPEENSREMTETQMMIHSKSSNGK
Gli-Sufu antag: Gli-Sufu pathway antagonists, primary screen, luciferase luminescence, Sufu-KO-LIGHT cells, uHTS | AID 588413, 2011 | 0.74% of 340,000 active | Sufu-KO-LIGHT fibroblasts, Gli luciferase reporter luminescence | inhibition, % at 5 µM;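 active = inhibition above about 55%, limit read from the data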;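 also: 0% = DMSO-treated cells and 100% = wells with medium but no cells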
697 NFkB inh: inhibitors of PMA/ionomycin-induced NF-kB reporter, 697 cells, primary screen, B-cell NF-kB inhibitor project, cell-based, luminescence, uHTS; 697 B-cell NF-kB luciferase reporter, 16 h; inhibition, % at 4 µM; 0.33% of 330,000 active; in the data active = inhibition above about 35%
UPR CHOP act: activators of apoptotic CHOP UPR arm, primary screen, cell-based, CHO-CHOP luciferase reporter, luminescence, uHTS | UPR activation; percent of tunicamycin response over DMSO baseline | AID 449763, 2010 | activation, % at 10 µM | 0.34% of 330,000 active;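 active = at 10 µM dose, activation of 40% or more, normalized to positive control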;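 also: 100% = tunicamycin at 10 µg/mL and 0% = DMSO alone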
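Test system: CHO-CHOP cells, stable luciferase reporter of PERK-eIF2a-CHOP signalling | Quantity: 500 CHO-CHOP cells per well | Buffer or medium: F12 plus 10% serum | Compound dosing: 10 µM single point, 0.5% DMSO | Schedule: 6 h compound treatment, 37 °C | Signal: Luciferase luminescence | Control set: Tunicamycin high control, DMSO low control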
CXCR6 block: CXCR6 receptor inhibitors, primary screen, cell-based, beta-arrestin, luminescence, CHO-K1 PathHunter, 1536-well; 0.36% of 360,000 active; C-X-C chemokine receptor type 6 (Homo sapiens), O00574; inhibition, % at 20 µM; in the data active = inhibition above about 34%, passing the limit was not always enough;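 also: antagonist mode with CXCL16 agonist at 10 nM final; 0% = 10 nM CXCL16 with DMSO and 100% = unstimulated wells without agonist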
Mdm2 MdmX PPI: inhibitors of human Mdm2-MdmX association, primary screen, cell-based, luminescence, split luciferase, SaOS-2, uHTS. Protein Mdm4 (Homo sapiens) + E3 ubiquitin-protein ligase Mdm2 (Homo sapiens), …. SaOS-2 split-luciferase Mdm2/MdmX complementation. inhibition, % at 8 µM. 3% of 330,000 active. AID 485346, 2010;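 active = inhibition of at least 50% at 8 µM in the primary screen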
* = called active by the depositor.

SMILES	CCR6 antagonist	Jurkat NFkB inh	UPR XBP1 act	EBI2 block	Gli-Sufu antag	697 NFkB inh	UPR CHOP act	CXCR6 block	Mdm2 MdmX PPI
CC1(C)CC(=O)c2ccc(OCc3ccc([N+](=O)[O-])cc3)cc2O1	14.7	-105.3	1.9	12.6	-68.3	-97.9	7.0	-15.5	-70.3
O=C(CSc1nc(=O)n2cc(Cl)ccc2n1)Nc1cccc2ccccc12	13.1	13.2	-2.7	9.5	90.8*	9.1	1.3	5.5	-14.9
COc1ccc2cc3cc(C(=O)NCc4cccs4)oc3nc2c1	-3.8	-7.7	3.1	6.1	-7.7	5.8	2.6	-6.6	23.6
Cc1ccc(NC2c3ncccc3C(=O)N2C2CCCCC2)cc1 (stereo unspecified)	-5.2	6.8	-2.5	-10.5	1.4	3.9	1.0	4.2	6.2
O=C(c1cccs1)N1CCN(CCc2ccccc2)CC1	-4.6	-8.9	-0.8	-2.1	-1.1	0.1	-2.0	0.5	-23.6
O=C(CSc1nnc2ccc(-c3cccnc3)nn12)Nc1cccc(F)c1	2.8	3.4	-0.9	-2.1	-3.9	-10.5	-0.9	-6.8	17.0
Nc1ncc(Br)cc1N=Cc1ccccc1	-2.3	-28.1	0.5	-5.4	-49.2	-164.6	2.7	-6.8	-65.8
CCC(C)(C)c1ccc(OCC(=O)Nc2ccncc2)cc1	3.5	3.3	-3.8	-5.4	28.6	-21.6	2.1	-7.5	8.7
O=C(CCCC1=NS(=O)(=O)c2ccccc2N1)Nc1ccccc1	-14.3	5.4	4.9	2.6	-6.9	2.0	-0.5	7.5	-7.7
Cc1ccc2cc(C)c(SCC#N)nc2c1	10.4	-18.2	5.2	13.7	-17.5	0.4	0.1	-8.0	12.8
NC(=O)C1CCCN(C(=S)Nc2cccc3ccccc23)C1 (stereo unspecified)	-7.1	18.5	1.9	-13.1	-0.8	-53.2	2.6	1.0	-3.0
Cc1ccc(C(=O)N/C(=C\c2cn(S(=O)(=O)N(C)C)c3ccccc23)C(=O)NCCN2CCOCC2)cc1	10.6	-1.9	-1.5	-10.8	-0.6	7.9	-2.5	-24.3	20.1
O=C(COC(=O)c1ccc2ncsc2c1)Nc1ncc(Cl)cc1Cl	9.5	17.5	0.7	-10.7	-17.1	-36.7	-3.2	-4.5	11.1
O=C1/C(=C/c2ccc3c(c2)OCO3)Oc2cc(OCC(=O)N3CC(O)C[C@H]3C(=O)O)ccc21 (stereo partly specified)	-5.7	13.6	-1.6	-4.8	-8.0	4.7	0.3	6.5	17.5
COc1cccc(NC(=O)c2ccc(S(=O)(=O)NCc3cccnc3)cc2)c1	3.2	30.9	0.4	-2.0	-2.1	-3.3	1.9	-3.6	5.6
NC(=O)[C@@H]1CCCN1C(=O)c1ccc2oc(CCc3ccccc3)nc2c1	7.8	-24.4	0.9	-4.9	-19.5	-20.6	6.5	-10.8	-4.6
O=C(CN1C(=O)c2cccnc2Oc2ccc(Cl)cc21)N1CCOCC1	-13.4	-2.2	-4.1	3.2	1.8	-5.9	0.5	-6.6	2.5
Cn1c(CSCc2ccc(F)cc2)nnc1SCC(=O)Nc1nccs1	18.6	4.7	-2.1	-12.3	60.5*	-7.8	-2.6	-2.6	13.2
CCOC(=O)c1cnc2ccc(OC)cc2c1Nc1ccc2c(c1)OCCO2	21.5	16.6	0.1	21.7	9.2	-4.9	-3.1	-0.7	46.7
Cc1ccc(NC(=O)COC(=O)CN2C(=O)c3ccccc3C2=O)cc1S(=O)(=O)N(C)C	-0.9	-4.6	-1.4	-3.0	-3.0	15.2	1.2	7.4	14.7
O=C(CNC(=O)c1ccc(F)cc1)N/N=C/c1ccc(O)c([N+](=O)[O-])c1	27.4	12.1	-2.7	-0.5	-15.6	13.5	-1.0	10.5	26.3
Cc1ccc(S(=O)(=O)N(C)CC(=O)N2CCOCC2)cc1	-3.1	3.4	0.1	-3.4	-5.5	6.9	-0.7	-6.7	-0.1
COc1ccc(NC(=S)N(CCCN2CCN(C)CC2)Cc2cccs2)cc1	0.9	-4.9	-0.6	1.9	7.1	11.6	1.2	-13.2	-1.2
CCOc1ccccc1C1CC(=O)Nc2cc(OC)c(OC)c(OC)c21 (stereo unspecified)	10.1	-6.7	-1.8	-1.2	12.7	26.7	-2.4	2.4	43.9
N#C/C(=C\c1ccc(Cl)cc1)C(=O)NC1CC1	4.0	-6.9	3.3	-3.1	6.8	-12.7	-1.0	1.1	14.8
CCCN(CCC)C(=O)Cn1c(=O)n(CCC(=O)NCCc2ccccc2)c(=O)c2ccccc21	5.8	-9.2	-2.4	16.5	-5.0	-23.6	2.7	-0.9	26.1
N#Cc1c(NC(=O)/C=C/C(=O)O)sc2c1CCN(Cc1ccccc1)C2	0.8	-9.6	1.4	-9.9	39.4	-3.0	0.1	2.8	-8.8
